Compound activity (PubChem BioAssay)
VEEV TC-83 Vero = inhibitors of VEEV TC-83 cytopathic effect, confirmation, Vero cells (AID 588727). Vero cells, VEEV TC-83 cytopathic effect inhibition; higher % means a stronger effect. 0.13% of 350,000 active. inhibition, % at 20 µM; hits with a dose series show IC50 in µM; in the data active = a potency from the dose series; inconclusive = inhibition mostly from about 14% at the one dose, without a potency; inactive = the rest, 99 in 100 with inhibition below about 12%; note: strong numbers were not always called active
tuberculosis growth = growth inhibition of non-replicating M. tuberculosis (AID 488890) | Mycobacterium tuberculosis non-replicating, growth inhibition; higher % means a stronger effect | one-dose inhibition, % at 25 µM; IC50 in µM for titrated hits | 0.39% of 320,000 active; in the data active = a potency from the dose series; inconclusive = inhibition mostly from about 82% at the one dose, without a potency; inactive = the rest, 99 in 100 with inhibition below about 76%;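 note: plate controls were DMSO cells for no effect and high antibiotic wells for full effect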
influenza NS1A = H1N1 influenza NS1A inhibitors, functional cell based assay (AID 504329); inhibition, % at 12.5 µM; hits with a dose series show IC50 in µM; NS1A functional cell-based assay, percent inhibition; higher % means a stronger effect; 0.3% of 340,000 active; in the data active = a potency from the dose series; inconclusive = inhibition above about 27% without an active follow-up result; note: strong numbers were not always called active
M. tuberculosis HTS = M. tuberculosis growth inhibition, HTS (AID 449762); M. tuberculosis H37Rv growth inhibition, 7H9 media; higher % means a stronger effect; inhibition, % at 25 µM; hits with a dose series show IC50 in µM; 0.59% of 330,000 active; in the data active = a potency from the dose series; inconclusive = inhibition above about 70% without an active follow-up result;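 note: bacterial growth assessed after seven days of incubation; strong numbers were not always called active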
PhoP GFP inhibition = PhoP regulon inhibitors, Salmonella typhi PhoP promoter GFP reporter, confirmatory (AID 1850). Salmonella Typhi PhoP-promoter GFP reporter, fluorescence, 4 h; higher % means a stronger effect. one-dose inhibition, % at 50 µM; IC50 in µM for titrated hits. 0.33% of 310,000 active; in the data active = a potency from the dose series; inconclusive = inhibition mostly from about 25% at the one dose, without a potency; inactive = the rest, 99 in 100 with inhibition below about 19%;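 note: 0% = induced wells with vehicle and 100% = uninduced wells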
VEEV TC-83 Vero 10K pilot screen = recorded beside VEEV TC-83 Vero, whose call it bears; inhibition, %; measured here: 10K pilot screen inhibition
Starred values were filed as active, the others as inactive; i = inactive; ? = inconclusive; · = no result given.

SMILES	VEEV TC-83 Vero	tuberculosis growth	influenza NS1A	M. tuberculosis HTS	PhoP GFP inhibition	others
Cc1ccc(-c2noc(CCC(=O)NCCN3CCc4ccccc4C3)n2)cc1	2.2%	31%	2%	-6%	2%
COc1ccc(C2C3C(=O)N(Cc4ccccc4)C(=O)C3ON2c2ccccc2)c(OC)c1OC (stereo unspecified)	9.2%	11%	-5%	2%	-1%
N[C@@]1(C(=O)O)CC[C@@H](C(=O)O)C1	1.5%	6%	1%	-3%	-1%
COc1cccc(C(=O)CN2CCN(S(=O)(=O)c3cccc([N+](=O)[O-])c3)CC2)c1	0.4%	-2%	0%	-5%	-4%
CCC(CO)NCc1ccc(OCC(=O)Nc2cccc(C(F)(F)F)c2)c(OC)c1 (stereo unspecified)	i	10%	-7%	1%	-3%
Cc1cc2cccc(C)c2nc1SCC(=O)N(C)c1nc(-c2ccccc2)cs1	2.7%	0%	-8%	-6%	-3%
O=C(CCSc1nccn1Cc1ccccc1)N1CCOCC1	i	11%	-4%	-10%	-11%
Cc1ccc(C)c(-c2nnc(NC(=O)Cc3ccccc3)o2)c1	1.9%	·	4%	?	-9%
CN(Cc1nc2ccc(Cl)cc2[nH]1)Cc1nc(-c2cnccn2)no1	0.3%	2%	2%	1%	-5%
CCN(CCn1cccn1)C(=O)CCc1nnc(-c2ccc3c(c2)OCO3)o1	0.4%	3%	7%	1%	-12%
Cc1noc(C)c1S(=O)(=O)N(CC(=O)Nc1ccc2c(c1)OCCO2)c1ccc(C(C)C)cc1	0.9%	-12%	1%	-8%	3%
O=c1oc2ccccc2c(NCc2cccc(F)c2)c1[N+](=O)[O-]	1.9%	9%	33%	-7%	0%
Cc1sc2ncnc(N3CCC(C(=O)Nc4cc(Cl)ccc4Cl)CC3)c2c1C	4.9%	32%	-4%	?	0%
Cc1cc(C)n(C(=O)c2ccc(C)c(S(=O)(=O)N3CCOCC3)c2)n1	i	2%	-19%	0%	1%
CCCC(=O)Nc1ccc(C(=O)NNC(=O)c2cccs2)cc1	0.7%	6%	3%	-9%	3%	VEEV TC-83 Vero 10K pilot screen=2.2
C[C@@H]1NC(=O)[C@@]2(C)[C@@H](c3ccccc3)[C@H]3COc4ccccc4[C@@H]3N2C1=O	3.6%	0%	-19%	-9%	·
CCOC(=O)c1c(C)[nH]c(C(=O)COC(=O)c2ccc(O)cc2)c1C	?	-9%	-5%	-7%	-11%
COc1ccc(NC(=O)CN(C)C(=O)c2n[nH]c3ccccc23)cc1	2.4%	-1%	2%	97%	10%
O=C(O)CN1C(=O)COc2ccc(S(=O)(=O)N3CCCCCC3)cc21	3.0%	-8%	-5%	0%	-6%
Cc1ccccc1-n1nc2c(c1NC(=O)CC(C)C)CS(=O)C2 (stereo unspecified)	1.0%	2%	-3%	5%	-2%

In the list so far, 2 contain a thiophene ring, fused or not.
SMILES	VEEV TC-83 Vero	tuberculosis growth	influenza NS1A	M. tuberculosis HTS	PhoP GFP inhibition	others
Cc1sc2ncnc(N3CCC(C(=O)Nc4cc(Cl)ccc4Cl)CC3)c2c1C	4.9%	32%	-4%	?	0%
CCCC(=O)Nc1ccc(C(=O)NNC(=O)c2cccs2)cc1	0.7%	6%	3%	-9%	3%	VEEV TC-83 Vero 10K pilot screen=2.2

More results.
SMILES	VEEV TC-83 Vero	tuberculosis growth	influenza NS1A	M. tuberculosis HTS	PhoP GFP inhibition	others
CCOc1ncccc1C(=O)Nc1ccc(C)c(S(=O)(=O)N2CCCCCC2)c1	2.6%	20%	-4%	3%	·
O=C(O)C1CCCN1c1nc(C(F)(F)F)nc2ccccc12 (stereo unspecified)	1.0%	-14%	-9%	-5%	1%
CNC(=S)N/N=C/c1ccc(-c2cccc(C(=O)O)c2)o1	i	-10%	16%	0%	-1%
O=C(NCC(c1cccs1)N1CCOCC1)c1cccnc1 (stereo unspecified)	2.1%	-7%	-9%	-11%	-15%
CCc1cc(C(=O)N2CCN(c3ncc(C(F)(F)F)cc3Cl)CC2)sc1C	0.5%	20%	11%	12%	-31%
O=C(CSc1nc2[nH]ncc2c(=O)n1-c1ccccc1)NCc1cccs1	2.6%	-3%	-7%	-7%	-4%
Cc1nnc(SCc2cc(=O)[nH]c(/N=C(\N)Nc3ccccc3)n2)s1	0.8%	10%	-12%	0%	0%
Cc1ccc(N(Cc2ccc(C(=O)Nc3ccccc3C(=O)NCc3ccco3)cc2)S(C)(=O)=O)cc1C	i	27%	5%	6%	0%	VEEV TC-83 Vero 10K pilot screen=9.6
c1cn2c(Nc3ccc4c(c3)OCCO4)c(-c3ccc(N4CCOCC4)cc3)nc2cn1	0.2%	11%	6%	-4%	0%
Cc1ccc(-n2nnnc2SCC(=O)Nc2ccccc2-c2ccccc2)cc1C	2.4%	18%	1%	-3%	8%
CCOc1cc(N2CCOCC2)c(OCC)cc1NC(=O)C1CC(=O)N(c2ccc(C)cc2)C1 (stereo unspecified)	i	-6%	-8%	-5%	·
CN1C(=O)c2cccc(NCCCN3C(=O)c4ccccc4C3=O)c2C1=O	i	-9%	-12%	6%	-44%
CCN(CC)CCN(Cc1cc2cc3c(cc2[nH]c1=O)OCCO3)C(=S)NCCCOC	0.3%	18%	1%	3%	-6%
O=C(O)c1ccccc1Sc1ncnc2sc3c(c12)CCC3	1.1%	4%	-5%	0%	7%
O=C(O)C1C2C=CC(C2)C1C(=O)NCc1ccccc1 (stereo unspecified)	0.9%	5%	-6%	0%	-6%
Oc1ccc(-c2n[nH]c(=S)n2Cc2ccco2)cc1	0.9%	-7%	0%	-10%	-14%
COC(=O)c1ccc(-n2nnnc2SCc2ccccc2OC)cc1	i	33%	-9%	2%	5%
CCOC(=O)Cn1nc(C)c(NC(=O)c2ccc([N+](=O)[O-])c(C)c2)c1C	i	-3%	-3%	-5%	12%
Cc1ccc(NC(=O)c2ccccc2NC(=O)c2cccnc2)cc1	0.1%	67%	6%	11%	-13%
CN(Cc1ccccc1)C(=O)c1[nH]cnc1C(=O)Nc1ccc(Cl)cc1	3.6%	?	-11%	?	·

Quoted from above (2 entries):
SMILES	VEEV TC-83 Vero	tuberculosis growth	influenza NS1A	M. tuberculosis HTS	PhoP GFP inhibition	others
CCOc1cc(N2CCOCC2)c(OCC)cc1NC(=O)C1CC(=O)N(c2ccc(C)cc2)C1 (stereo unspecified)	i	-6%	-8%	-5%	·
CN1C(=O)c2cccc(NCCCN3C(=O)c4ccccc4C3=O)c2C1=O	i	-9%	-12%	6%	-44%

(further entries)
SMILES	VEEV TC-83 Vero	tuberculosis growth	influenza NS1A	M. tuberculosis HTS	PhoP GFP inhibition	others
CC(C(=O)c1ccccc1)N1C(=O)c2ccccc2C1=O (stereo unspecified)	0.4%	-15%	-8%	6%	-5%
COc1cc(Oc2nc(C(F)(F)F)nc3ccccc23)ccc1C=O	i	3%	4%	-2%	-4%
COc1ccc(NC(=O)CCS(=O)(=O)c2ccc3c(c2)CCCN3C(C)=O)cc1Cl	4.7%	4%	4%	-2%	2%
O=C(Nc1cccc2ncccc12)c1ccccc1F	2.8%	-16%	-9%	0%	1%
CCS(=O)(=O)c1ccc(O)c(NC(=O)c2cc(-c3ccccn3)nc3ccccc23)c1	4.2%	29%	-2%	14%	·
COc1cc(CC(=O)Nc2cccc(S(=O)(=O)N(C)c3ccccc3)c2)cc(OC)c1OC	i	27%	-2%	6%	·
Cc1nnc2n(-c3ccccc3)c(=O)c3c4c(sc3n12)COC(C(C)C)C4 (stereo unspecified)	6.3%	-6%	1%	-3%	-5%
COc1ccccc1-c1nc(C#N)c(NCCCn2ccnc2)o1	0.8%	2%	-2%	-12%	4%
O=C(CN1C(=O)COc2ccccc21)NCCCN1CCc2ccccc2C1	i	1%	-3%	-6%	10%
C/C(=N\Nc1nc(C)cc(-c2ccccc2)n1)c1ccc(F)cc1	1.0%	6%	5%	3%	-3%

Some of these compounds in order of molecular weight, smallest number first.
SMILES	VEEV TC-83 Vero	tuberculosis growth	influenza NS1A	M. tuberculosis HTS	PhoP GFP inhibition	others
CC(C(=O)c1ccccc1)N1C(=O)c2ccccc2C1=O (stereo unspecified)	0.4%	-15%	-8%	6%	-5%
C/C(=N\Nc1nc(C)cc(-c2ccccc2)n1)c1ccc(F)cc1	1.0%	6%	5%	3%	-3%
COc1ccccc1-c1nc(C#N)c(NCCCn2ccnc2)o1	0.8%	2%	-2%	-12%	4%
COc1cc(Oc2nc(C(F)(F)F)nc3ccccc23)ccc1C=O	i	3%	4%	-2%	-4%
O=C(CN1C(=O)COc2ccccc21)NCCCN1CCc2ccccc2C1	i	1%	-3%	-6%	10%
Cc1nnc2n(-c3ccccc3)c(=O)c3c4c(sc3n12)COC(C(C)C)C4 (stereo unspecified)	6.3%	-6%	1%	-3%	-5%
COc1cc(CC(=O)Nc2cccc(S(=O)(=O)N(C)c3ccccc3)c2)cc(OC)c1OC	i	27%	-2%	6%	·

Next part.
SMILES	VEEV TC-83 Vero	tuberculosis growth	influenza NS1A	M. tuberculosis HTS	PhoP GFP inhibition	others
Cn1c(=O)c2c(ncn2Cc2cc(-c3ccccc3)no2)n(C)c1=O	1.4%	-11%	-1%	-3%	13%
CCOC(=O)C(C)N1CC(=O)N(c2ccccc2)C1=O (stereo unspecified)	0.4%	-7%	0%	1%	-5%
CCOC(=O)Cc1csc(NC(=S)NC(=O)c2ccc(F)cc2)n1	1.7%	22%	3%	1%	6%
CCOC(=O)C1(Cc2ccccc2)CCN(Cc2ccc3cc(NC(C)=O)ccc3n2)CC1	6.7%	19%	-3%	57%	-5%
Cc1ccc2[nH]c(=O)c(-c3nc4c(C)cccn4c3NCc3ccco3)cc2c1	2.3%	-2%	8%	7%	0%
C/C(=N/Nc1ccccc1[N+](=O)[O-])c1ccc(C)c([N+](=O)[O-])c1	i	·	-1%	·	·
O=C(CCl)NCCCN(C(=O)C(Cl)Cl)c1ccc([N+](=O)[O-])cc1	?	63%	-15%	63%	-13%
CCS(=O)(=O)NC(C)C(c1cccs1)N1CCN(c2ccc(OC)cc2)CC1 (stereo unspecified)	2.8%	-5%	9%	-6%	-8%
O=C(CCC1CCCN(C2C3CC4CC(C3)CC2C4)C1)NCc1ccc(F)c(F)c1 (stereo unspecified)	1.1%	10%	0%	4%	1%
NC(=O)CCC(NS(=O)(=O)c1ccc(Cl)cc1)C(=O)NCc1ccc(Cl)cc1 (stereo unspecified)	0.5%	0%	-2%	-1%	-3%
O=C(CNc1ccccc1Cl)Nc1cc(S(=O)(=O)N2CCOCC2)ccc1Cl	0.7%	5%	-22%	8%	·
COc1ccc(N(CC(=O)Nc2cc(C(=O)O)ccc2C)S(=O)(=O)c2c(C)noc2C)cc1	4.7%	6%	2%	0%	-2%
Cc1cc(C)nc(N2CCC(C(=O)O)CC2)n1	i	6%	-13%	-1%	-10%
CCC/C(=C1/C(=O)CC(C)(C)C(C(=O)OC)C1=O)N1CCCC1 (stereo unspecified)	1.7%	-13%	6%	-5%	2%
Cc1cc(C)c(S(=O)(=O)NCc2ccncc2)c(C)c1	i	-2%	4%	-1%	5%
CCOc1ccc(C(=O)Nc2ccc3[nH]ncc3c2)cc1	0.8%	42%	-1%	6%	-2%
O=C(Nc1c(C(=O)NCc2ccco2)cnn1-c1ccccc1)c1ccc(F)cc1	9.8%	5%	5%	3%	1%
NS(=O)(=O)c1ccc(NC(=O)Nc2ccc3c(c2)OCO3)cc1	2.8%	7%	29%	-7%	-2%
